Compound activity (PubChem BioAssay)
MOR-DOR inv ag – inverse agonist of human OPRM1-OPRD1 heterodimerization; P35372+P41143; cell-based MOR-DOR heterodimer luminescence, inverse agonism; inhibition, % at 9.3 µM; 340,000 compounds, 0.21% hits; AID 504357; in the data active = inhibition above about 22%, passing the limit was not always enough;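 also: 0% = cells with DMSO and 100% = wells without cells with DMSO; values of inactives mirror those of a sister screen read the other way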
Target sequence (P35372 whole entry, looked up): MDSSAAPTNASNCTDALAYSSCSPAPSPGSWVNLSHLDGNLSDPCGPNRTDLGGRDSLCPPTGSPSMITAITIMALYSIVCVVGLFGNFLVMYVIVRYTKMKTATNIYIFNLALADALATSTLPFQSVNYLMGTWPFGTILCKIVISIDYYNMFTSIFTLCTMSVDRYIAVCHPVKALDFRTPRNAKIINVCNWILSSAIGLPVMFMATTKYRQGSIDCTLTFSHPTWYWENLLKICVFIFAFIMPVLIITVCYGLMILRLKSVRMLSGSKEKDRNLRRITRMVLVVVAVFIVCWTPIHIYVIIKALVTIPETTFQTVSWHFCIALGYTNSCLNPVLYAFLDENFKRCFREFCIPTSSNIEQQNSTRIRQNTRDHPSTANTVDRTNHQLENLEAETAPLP
Target sequence (P41143 whole entry, looked up): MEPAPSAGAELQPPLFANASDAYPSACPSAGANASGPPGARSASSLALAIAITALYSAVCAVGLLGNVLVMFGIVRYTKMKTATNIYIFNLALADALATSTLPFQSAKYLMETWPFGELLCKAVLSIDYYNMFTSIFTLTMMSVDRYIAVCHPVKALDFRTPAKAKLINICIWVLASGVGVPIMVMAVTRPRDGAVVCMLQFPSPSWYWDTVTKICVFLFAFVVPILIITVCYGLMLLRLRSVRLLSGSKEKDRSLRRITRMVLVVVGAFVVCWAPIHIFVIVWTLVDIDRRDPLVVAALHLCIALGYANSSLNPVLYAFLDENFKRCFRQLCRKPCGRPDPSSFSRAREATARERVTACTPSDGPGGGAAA
OPRM1-OPRD1 ag – OPRM1-OPRD1 heterodimerization agonism; cells, luminescence; activation, % at 9.3 µM; 340,000 compounds, 0.3% hits; in the data active = activation above about 18%;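 also: 0% = vehicle-treated cells and 100% = reference agonist; values of inactives mirror those of a sister screen read the other way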
E coli growth – bacterial growth inhibition, counter-screen for AddAB inhibitors. inhibition, % at 11.9 µM. E. coli V3065 growth, OD600 absorbance, 18 h. 330,000 compounds, 0.27% hits;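 active = inhibition above the campaign's mean inhibition across all tested compounds plus 3 SD, cut at about 9.9% in these data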;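 also: uninfected addAB+ strain grown without phage in ampicillin broth; 0% = DMSO wells and 100% = ciprofloxacin 0.95 µg/ml wells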
PKA-R1A activ – PKA-R1A complex activation; P00514+P68181; activation, % at 11.4 µM; PKA-R1A dissociation, Cy5-IP20 fluorescence polarization; scaled: DMSO 0%, 113 µM cGMP 100%; AID 504707; 340,000 compounds, 0.083% hits;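 active = percent activation above the mean of all tested compounds plus 3 SD, cut at about 19% in these data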;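 also: higher means more PKAc released from R1A so a rise in polarization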
PfHsp90 yeast 2 – reduces growth (ATP signal) of yeast expressing P. falciparum Hsp90 | S. cerevisiae expressing PfHsp90, BacTiter-Glo ATP, 48 h; yeast lacking PDR1 and PDR3 efflux regulators | 310,000 compounds, 0.32% hits | inhibition, % at 9.4 µM | AID 504621;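 active = every replicate shows inhibition above about 80%, whatever the replicate mean, limit read from the data; inconclusive = mean inhibition reaches the set limit but some replicate falls short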;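 also: 0% = DMSO neutral controls and 100% = 20 µM radicicol positive controls; yeast relying on Plasmodium falciparum Hsp90 in place of its own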
AddAB inh – less growth of phage-infected E. coli with AddAB; inhibition, % at 11.9 µM; 330,000 compounds, 0.29% hits; E. coli expressing H. pylori AddAB, absorbance growth; AID 435030; in the data active = inhibition above about 12%;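 also: 0% = vehicle wells of infected cells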
Arrestin-AP2 inh – blocks beta-arrestin peptide binding to AP2 adaptin. AID 504490. FITC-arrestin peptide / GST-AP2 beads, flow cytometry; AP2 beta2 appendage carries R879A mutation. inhibition, % at 10 µM. 340,000 compounds, 0.31% hits;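 active = inhibition above a set limit, near 3 SD of compounds lacking own fluorescence, cut at about 54% in these data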;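 also: plate controls were DMSO wells for no effect and 5 µM unlabelled arrestin peptide for full effect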
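System: GST-AP2 R879A bound to glutathione beads, E. coli-expressed. Also added: 50 nM FITC-arrestin peptide. Schedule: compound with beads 12 min RT, then probe 1 h RT. Signal: bead flow cytometry, FITC channel. Read-out basis: percent response.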
phage Ecoli inh – E. coli growth loss with phage present; growth absorbance; inhibition, % at 11.9 µM; 360,000 compounds, 0.26% hits; AID 651602; in the data active = inhibition above about 11%
Mot1-301 SUMO – inhibitors of SUMOylation pathway: yeast Mot1-301 growth rescue. S. cerevisiae Mot1-301 growth rescue, ATP luminescence, 38.5C; percent above DMSO median, 100 means doubled. growth rescue, % at 18.8 µM. 320,000 compounds, 1% hits. AID 2716;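 active = every valid replicate shows activation above 250% relative to neutral control wells; inactive = the rest, any valid replicate at or below 250%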;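 also: OY570 slx delta 5 strain wells were the positive control but not used for scaling; some compounds called inactive have numbers as strong as hits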
DSG3 Ab inh – inhibitors of pemphigus antibody binding to human desmoglein-3. P32926. DSG3-coupled beads, scFv-anti-DSG3-GFP binding, flow cytometry; stronger effect = lower value. binding (percent of control), % at 10 µM. 310,000 compounds, 0.48% hits;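 active = binding more than 3 SD below its plate's average and above zero; inconclusive = below that plate limit but binding exactly zero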; also: some compounds called inactive have numbers as strong as hits
Tat export inh – inhibitors of E. coli Tat protein transport. E. coli MC4100 TorA-mCherry Tat export, fluorescence. inhibition, % at 10 µM. 340,000 compounds, 0.036% hits. AID 488895;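 active = mean replicate inhibition at least 50% and at least half of replicates individually reaching 50%; inconclusive = only one of the two criteria met; inactive = neither criterion met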;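 also: exported cargo escapes ClpAP degradation while cytoplasmic cargo is degraded and loses fluorescence; 0% = median of neutral control wells and 100% = median of NaSCN control wells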
Numbers without * were called inactive; i = inactive; ? = inconclusive; . = no result given; & = joins results of further samples.

SMILES	MOR-DOR inv ag	OPRM1-OPRD1 ag	E coli growth	PKA-R1A activ	PfHsp90 yeast 2	AddAB inh	Arrestin-AP2 inh	phage Ecoli inh	Mot1-301 SUMO	DSG3 Ab inh	Tat export inh
OCCC1CN(Cc2cnc(-c3ccc(Cl)cc3)nc2)CCN1C1CCCCC1 (centres undefined)	10	-1.9	0.6	4	1	0.8	-21	-1.9	68	100	-4
CCc1ccc(C(=O)NCC2COc3ccccc3O2)o1 (centres undefined)	14	-2.8	1.9	-9	5	1.6	-2	4.5	18	94	-4
Cc1cccc(Nc2ccc3nonc3c2[N+](=O)[O-])c1C	6	-1.3	-0.5	-10	-5	-1.5	22	2.0	-2	96	-2
CC(=O)c1ccc(OCCCC(=O)NC2CCCc3ccccc32)cc1 (centres undefined)	5	-0.9	0.4	11	-16	1.5	19	1.0	-17	104	1
Cc1ccc(S(=O)(=O)N(C)CC(=O)NCCc2c[nH]c3ccccc23)cc1	1	-0.2	0.6	-14	19	0.3	11	1.7	-3	110	5
CCOC(=O)c1sc(N)nc1C(C)C	14	-3.3	2.1	-10	0	4.3	0	2.4	-12	102	4
COc1cccc(CN(C)C(=O)c2csc3c2CCCC3)c1OC	1	-0.2	-1.0	-5	9	1.4	-9	2.2	-19	103	-7
Cc1cc(C(=O)NCC(=O)Nc2c(C)cccc2C)c(C)o1	22	-4.2	-1.2	7	4	0.9	0	2.6	-13	115	-1
CCOCc1c(C(=O)NCC(c2ccco2)N2CCCC2)oc2ccccc12 (centres undefined)	19	-4.8	-2.1	-6	.	-2.0	20	6.6	9	101	-2
Cc1csc2c(=O)sc(NC(=O)c3cccs3)nc12	.	.	-0.2	.	-7	0.1	32	0.7	-5	100	8
CN(C)c1cc[n+](CC(=O)N2c3ccccc3Sc3ccccc32)cc1	6	-1.1	-3.5	9	.	3.7	1	3.2	-25	126	0
Cc1cccc(-c2cc3nc(-c4ccccc4)cc(=O)n3[nH]2)c1	9	-1.9	-4.8	-10	4	-5.1	5	-3.2	-19	95	2
O=C(NCCCN1CCOCC1)c1cnccn1	15	-3.0	-1.9	-5	15	2.4	-4	1.7	4	109	12
O=C(NCC(c1ccco1)N1CCN(c2ccccc2)CC1)c1ccc2c(c1)OCO2 (centres undefined)	16	-3.1	2.3	4	-7	-0.3	-2	2.1	562	102	-8
Cc1cc(CC(C)C)n(-c2nc3ccccc3c(=O)n2OCC(N)=O)n1	11	-2.5	-5.0	-12	18	-0.9	6	-1.8	0	113	27
Cc1cc(CNC(=O)c2cccc(OC3CCN(S(=O)(=O)N(C)C)CC3)c2)on1	-7	1.3	-0.2	0	0	1.8	7	3.1	852	105	-1
COCn1c(-c2cccc(Br)c2)nc2ccccc21	1	-0.2	-1.1	-4	8	3.4	-1	3.9	426	103	?
CCOC(=O)NC1(C(F)(F)F)C(=O)N(Cc2ccccc2)C2=C1C(=O)CC(C)(C)C2 (centres undefined)	9	-1.7	-0.1	-1	15	-0.8	-12	1.2	-26	93	-3
COC(=O)c1ccc(OCCN2C3=NCCN3c3ccccc32)cc1	6	-1.1	0.0	-5	-22	2.3	-10	3.0	-12	104	-1
Cc1ccc(C)c(-c2nnc(NC(=O)c3ccco3)o2)c1	12	-1.9	-4.7	5	.	-2.5	-5	-1.9	-10	96	-6
Nc1c(Cl)ncnc1N1CCN(c2ncnc(Cl)c2N)CC1	4	-0.6	-0.5	5	1	0.5	-5	2.8	i	104	3
CCc1ccc(Nc2n[n+](-c3ccccc3)c(-c3ccc(C(=O)O)cc3)s2)cc1	7	-1.3	0.7	7	-6	2.5	-2	1.6	1	98	-8
COc1ccc2[nH]c(=O)c(C(c3nnnn3C3CCCC3)N3CCN(Cc4ccc5c(c4)OCO5)CC3)cc2c1 (centres undefined)	-41	7.9	-0.2	-3	32	0.9	-4	3.9	119	.	-8
CCOC(=O)CSc1ncnc2c1cnn2-c1ccc(C)cc1C	2	-0.4	1.3	-4	.	4.0	18	2.1	-6	113	-5
Cc1c(Br)c([N+](=O)[O-])nn1CC(=O)NCc1ccccn1	6	-1.1	-0.7	-9	11	0.1	14	1.8	12	100	-1
Cc1nc2ccc(N)cc2c(=O)n1Cc1ccc(Cl)cc1	-6	1.1	-0.7	-1	0	1.9	0	4.1	163	100	15
O=C(N/N=C\c1ccc(-c2ccccc2[N+](=O)[O-])o1)C1COc2cc3ccccc3cc2O1 (centres undefined)	-31	7.3	2.5	-4	6	4.4	8	2.0	5	.	-7
Cc1ccc(C(=O)OCC(=O)NC(=O)c2cccn2C)cc1[N+](=O)[O-]	-26	5.3	0.3	-7	-20	1.2	-10	2.3	-5	86	-2
Cc1ccc(C)c(S(=O)(=O)Nc2ccc(C(=O)NCCCN3CCOCC3)cc2)c1	17	-3.1	-0.3	-1	4	-0.5	6	0.3	-4	99	3
COc1ccc(C(=O)NNC(=O)C2CC=CCC2)cc1 (centres undefined)	0	0.0	1.2	1	-3	0.3	-6	1.3	-5	119	-9
CC1CCCCC1NC(=O)c1cccc(N2C(=O)C3C4C=CC(C4)C3C2=O)c1 (centres undefined)	1	-0.3	-0.7	3	-7	4.7	-5	1.5	-10	.	4
CCOc1cc(-c2ccccc2)nc(N)n1	1	-0.2	0.6	-1	-24	-0.2	-8	3.8	460*	.	-3
CCCn1c(N)c(C(=O)COc2ccc(Br)cc2F)c(=O)n(C)c1=O	-16	3.2	2.0	-5	-12	1.4	6	4.4	72	104	0
CCCCCCSc1cccc(-c2nc3ccccn3c2NCc2ccccc2)c1	-42	7.6	0.5	-7	49	-0.2	-1	2.3&-1.3	-4	104	3
COc1ccc(C=C(C(C)=O)C(C)=O)cc1OC	1	-0.1	-0.4	1	.	0.3	4	1.5	3	105	-8
CCOC(=O)c1c(NC(=O)C2c3ccccc3Oc3ccccc32)sc(C(N)=O)c1C	-8	1.9	0.2	-6	5	3.4	6	1.4	-5	108	-10
Clc1ccc(C2=CSC3=NCCN23)c(Cl)c1	15	-3.1	-0.5	6	-6	1.4	4	4.0	-10	.	-5
Cc1c(N=NC2=C(O)CC(C)(C)CC2=O)c(=O)n(-c2ccccc2)n1C	-2	0.2	-1.6	4	2	-1.9	10	0.4	65	91	-8
C=Cn1ccnc1CC(O)c1ccc(OC)cc1 (centres undefined)	8	-1.7	0.0	4	-3	2.8	7	-1.0	-13	102	6
Cc1cc(=O)n2nc(N3CCC(C(=O)N4CCN(Cc5ccccc5)CC4)CC3)sc2n1	6	-1.1	-0.8	2	12	1.2	1	2.4	-9	99	0
Cc1ccc(SCCNC(=O)/C=C/c2ccccc2Cl)cc1	2	-0.4	3.3	-5	8	2.9	5	2.8	29	101	14
Cn1c(SCC(=O)N2CCOCC2)nnc1-c1ccc(NC(=O)c2ccccc2F)cc1	5	-0.9	-0.2	-6	27	-0.9	-5	3.5	-22	101	4
COc1cccc(/C=N/NC(=S)Nc2cccc(S(=O)(=O)N(C)C)c2)c1	4	-0.8	-0.2	-16	8	0.9	-22	1.8	-17	89	-3
CCn1cc(S(=O)(=O)Nc2ccc(Cl)cc2F)cn1	5	-1.1	-0.8	-1	17	1.2	-13	0.4	5	.	-9
O=C(COc1ccc([N+](=O)[O-])cc1)NCc1cccnc1	12	-2.3	-0.1	12	1	0.7	5	1.7	10	91	-7
Cc1cc(S(=O)(=O)N(C)CCc2ccccc2)ccc1-n1cnnn1	16	-3.9	0.0	-7	4	2.7	-8	2.4	-2	.	4
CCOc1c2ccc(C(=O)NCc3ccc4c(c3)OCO4)cc2nn1CC	6	-1.1	-0.5	-3	33	0.9	26	3.0	3	99	-7
COC(=O)[C@@]12CCCCN1[C@H](c1ccc(-c3ccc(Cl)c(Cl)c3)cc1)[C@H]1C(=O)N(C)C(=O)[C@H]12	10	-1.8	0.7	-10	-31	3.5	-2	-2.2	-14	99	1
CC(SCc1ccccc1)C(=O)Nc1ccccc1Br (centres undefined)	-38	6.9	0.8	4	13	1.9	9	2.5	-27	112	2
CC(=O)NC(=S)Nc1ccc(N2CCOCC2)c(S(=O)(=O)Nc2cc(Cl)ccc2Cl)c1	1	-0.2	-1.0	0	25	-0.2	18	1.8	112	101	2
COC(C(=O)NCc1ccc(C)cc1)c1ccccc1 (centres undefined)	-12	1.7	-2.5	-3	.	-0.9	9	3.2	-8	86	1
COC(=O)c1cc(C)sc1NC(=O)CC1Nc2ccccc2NC1=O (centres undefined)	12	-2.4	.	-7	.	.	-27	-4.1	.	127	8
Cc1cccc(N2CCN(C(=O)c3ccc4nc[nH]c4c3)CC2)c1C	13	-2.5	-0.3	3	-30	0.2	7	3.8	11	112	-2
COc1cc(OC)cc(-c2c(C#Cc3ccsc3)c3cc(-c4ccc5[nH]ccc5c4)ccc3n2C)c1	14	-2.5	-1.2	-3	-45	0.4	-4	2.4	10	89	-6
CNC[C@H]1Oc2c(NS(=O)(=O)c3ccc(OC)cc3)cccc2C(=O)N([C@H](C)CO)C[C@H]1C	16	-2.8	1.7	0	-19	2.2	7	0.2	-9	100	-3
Cc1nc2sc3c(c2c(=O)n1NC(=O)CCl)CCCC3	18	-3.3	-1.4	5	-31	0.2	2	5.2	203	98	-3
Cc1c(NC(=O)c2ccc(NS(=O)(=O)c3ccccc3)cc2)c(=O)n(-c2ccccc2)n1C	3	-0.6	1.6	8	7	-1.2	20	1.1	4	.	7
CCN(CC(=O)NC(C)(C)C)C(=O)c1ccc(Br)cc1	5	-1.1	-0.3	8	-6	0.1	0	1.1	15	.	4
CCCNC(=S)N1CCN(c2nc(-c3cccc(OC)c3)cs2)CC1	2	-0.3	0.9	-10	-5	3.9	-5	2.0	6	105	-10
CC(O)(C#CCN1CCCCC1)c1ccccc1 (centres undefined)	12	-2.0	-0.5	-10	11	0.8	21	1.4	-1	95	3
CCOc1ccc(CN2C(=O)c3ccccc3Sc3ccc(C(=O)NCCCN4CCOCC4)cc32)cc1	16	-3.1	-2.6	-11	-16	2.9	-17	0.1	246	100	9
Cc1ccccc1N1CC(C(=O)N2CCCCCC2)CC1=O (centres undefined)	6	-1.0	0.3	2	-42	-0.2	-3	-1.4	-9	108	-7

Just Mot1-301 SUMO and MOR-DOR inv ag, for 2 of the compounds above:
smiles | Mot1-301 SUMO | MOR-DOR inv ag
Clc1ccc(C2=CSC3=NCCN23)c(Cl)c1 | -10 | 15
Cc1c(N=NC2=C(O)CC(C)(C)CC2=O)c(=O)n(-c2ccccc2)n1C | 65 | -2
